Bioassay records from PubChem.
BioA inh: inhibitors of Mycobacterium tuberculosis BioA enzyme. purified M. tuberculosis BioA enzyme, plate reader. inhibition, % at 9.99 µM. 0.096% of 360,000 active; in the data active = inhibition above about 40%
Numbers without * were called inactive. Only part of the results is shown; the hit share may differ from the screen's.

SMILES	BioA inh
COCC(=O)Nc1ccc2c(c1)C(=O)N(C)[C@@H]1CC[C@H](CC(=O)O)O[C@H]1CO2	-1.5
CN1c2ccc(-c3ccc(F)cc3)cc2[C@H]2[C@H](CCN2C(=O)c2cccnc2)[C@@H]1CO	10.1
O=C(C[C@H]1CC[C@@H]2[C@H](COC[C@@H](O)CN2S(=O)(=O)c2cccc(F)c2)O1)Nc1ccccc1	-0.1
COc1cccc(S(=O)(=O)N2CCCCN3[C@H](C2)[C@H](c2ccc(-c4cncnc4)cc2)[C@@H]3CO)c1	-1.8
CCC(=O)Nc1ccc2c(c1)OC[C@H](C)N(Cc1cncnc1)C[C@H](C)[C@H](OC)CN(C)C2=O	1.2
C[C@H](CO)N1C[C@H](C)[C@@H](CN(C)C(=O)Cc2ccccc2)Oc2cc(C#CC3CCCC3)ccc2S1(=O)=O	1.1
CNC[C@H]1OCCCC[C@H](C)Oc2ccc(NS(=O)(=O)c3c(C)noc3C)cc2C(=O)N([C@@H](C)CO)C[C@@H]1C	-2.2
CCC(=O)N1C[C@@H](C)[C@@H](OC)CN(C)C(=O)c2ccc(NC(=O)C3CCOCC3)cc2OC[C@@H]1C	0.3
CCCNC(=O)C[C@@H]1C[C@H]2c3cc(NC(=O)Cc4ccncc4)ccc3O[C@H]2[C@H](CO)O1	-1.9
C[C@@H]1CCCCO[C@H](CN(C)S(=O)(=O)c2cn(C)cn2)[C@@H](C)CN([C@H](C)CO)C(=O)c2cc(NC(=O)Cc3ccccc3)ccc2O1	-0.1
COCC(=O)Nc1ccc2c(c1)[C@H]1C[C@H](CC(=O)OC)O[C@@H](CO)[C@H]1O2	1.3
C[C@@H]1CCCCO[C@@H](CN(C)C)[C@H](C)CN([C@H](C)CO)C(=O)c2cc(NS(=O)(=O)c3ccccc3)ccc2O1	-1.9
O=C(c1ccccc1F)N1CC[C@@H]2[C@@H](CO)Nc3ccc(-c4cccc(F)c4)cc3[C@@H]21	38.7
Cc1noc(C)c1NC(=O)Nc1ccc2c(c1)CC(=O)N([C@H](C)CO)C[C@H](C)[C@@H](CN(C)C(=O)NC(C)C)O2	-2.4
COc1cccc(-c2cnc3c(c2)C(=O)N([C@H](C)CO)C[C@H](C)[C@H](CN(C)CC2CCCC2)O3)c1	-0.6
C/C=C/c1ccc([C@H]2[C@@H](CO)N[C@@H]2CN(CC(C)C)C(=O)c2ccccn2)cc1	6.3
O=C(Cc1ccncc1)N1CCCCN2[C@@H](CO)[C@@H](c3ccc(C#Cc4ccccc4F)cc3)[C@@H]2C1	10.4
CC(=O)NC[C@H]1[C@H](c2ccccc2)[C@H](CO)N1C(=O)Cc1ccncc1	-1.8
CC(=O)N1CCCCN2[C@H](CO)[C@H](c3ccc(-c4ccc(F)cc4)cc3)[C@H]2C1	1.3
CCCC(=O)Nc1ccc2c(c1)OC[C@H](C)N(CC1CCOCC1)C[C@H](C)[C@H](OC)CN(C)C2=O	-2.3
C[C@@H]1CCCCO[C@@H](CN(C)S(=O)(=O)c2ccc(F)cc2)[C@@H](C)CN([C@H](C)CO)C(=O)c2cc(NC(=O)Nc3ccc(F)cc3)ccc2O1	-0.7
CC(=O)N1C[C@@H]2[C@H](c3ccccc31)[C@H](CO)N2Cc1ccc(Cl)cc1	-2.4
C[C@H](CO)N1C[C@H](C)[C@@H](CN(C)CC2CC2)OCCCC[C@H](C)Oc2ccc(NC(=O)CCCCCC(=O)Nc3ccccc3N)cc2C1=O	-7.8
CC(C)N(C[C@@H]1[C@@H](c2ccccc2)[C@H](CO)N1S(C)(=O)=O)C(=O)CN(C)C	0.4
COc1ccc(S(=O)(=O)Nc2ccc3c(c2)CC(=O)N([C@H](C)CO)C[C@H](C)[C@@H](CN(C)S(=O)(=O)c2ccccc2)O3)cc1	0.0
C[C@H](CO)N1C[C@H](C)[C@@H](CN(C)S(=O)(=O)c2ccc(Cl)cc2)Oc2c(NC(=O)Nc3ccc(C(F)(F)F)cc3)cccc2C1=O	-0.1
COCC(=O)N(C)C[C@H]1Oc2cc(C#CCC3CCCC3)ccc2S(=O)(=O)N([C@@H](C)CO)C[C@@H]1C	3.2
CCC(=O)N1C[C@H](C)[C@@H](OC)CN(C)C(=O)c2ccc(NC(=O)c3cc(C)on3)cc2OC[C@@H]1C	-2.8
O=C(Nc1ccc2c(c1)[C@H]1C[C@H](CC(=O)N3CCOCC3)O[C@H](CO)[C@H]1O2)c1ccc2c(c1)OCO2	0.3
CO[C@H]1CN(C)C(=O)c2cc(NC(=O)Nc3c(C)noc3C)ccc2OC[C@@H](C)N(CCC(F)(F)F)C[C@@H]1C	1.1
CO[C@@H]1CN(C)C(=O)c2ccc(NC(C)=O)cc2OC[C@H](C)N(C(=O)CC2CC2)C[C@@H]1C	-1.2
Cc1ccccc1-c1ccc([C@H]2[C@H](CO)N3CCCCN(S(=O)(=O)c4ccc(F)cc4)C[C@@H]23)cc1	-2.1
CO[C@@H]1CN(C)C(=O)c2cc(NC(=O)C3CCOCC3)ccc2OC[C@@H](C)N(Cc2cccnc2)C[C@H]1C	-0.1
Cc1cccc(-c2ccc([C@H]3[C@H](CO)N4CCCCN(Cc5ccncc5)C[C@@H]34)cc2)c1	-1.3
C[C@@H]1CN([C@H](C)CO)C(=O)c2cc(NC(=O)NC3CCCCC3)ccc2O[C@@H](C)CCCCO[C@H]1CN(C)C(=O)Nc1ccc2c(c1)OCO2	-0.2
COc1ccccc1S(=O)(=O)N1CC[C@@H]2[C@H]1c1cc(Br)ccc1N[C@@H]2CO	-1.7

The last two records of the part above open the next one.
SMILES	BioA inh
C[C@@H]1CN([C@H](C)CO)C(=O)c2cc(NC(=O)NC3CCCCC3)ccc2O[C@@H](C)CCCCO[C@H]1CN(C)C(=O)Nc1ccc2c(c1)OCO2	-0.2
COc1ccccc1S(=O)(=O)N1CC[C@@H]2[C@H]1c1cc(Br)ccc1N[C@@H]2CO	-1.7
C[C@H]1CN([C@@H](C)CO)C(=O)Cc2cc(NS(=O)(=O)c3cccs3)ccc2O[C@H]1CN(C)C(=O)Nc1cccc2ccccc12	-0.1
COc1ccccc1CNC(=O)C[C@@H]1CC[C@@H]2[C@H](COC[C@@H](O)CN2Cc2cccc(-c3ccncc3)c2)O1	0.2
CC(C)NC(=O)N(C)C[C@@H]1Oc2c(NC(=O)Nc3cccc4ccccc34)cccc2C(=O)N([C@H](C)CO)C[C@H]1C	0.4
C[C@@H]1CN([C@H](C)CO)C(=O)c2cc(C#CC3CCCCC3)cnc2O[C@@H]1CN(C)C(=O)Nc1ccccc1	2.0
COC(=O)C[C@H]1CC[C@@H]2[C@@H](COc3ccc(NC(=O)c4ccccc4OC)cc3C(=O)N2C)O1	-2.3
O=C(C[C@@H]1C[C@H]2c3cc(NC(=O)NC4CCCC4)ccc3O[C@H]2[C@H](CO)O1)NCc1cc(F)ccc1F	-0.2
CCCNC(=O)C[C@@H]1C[C@@H]2c3cc(NC(=O)CN(C)C)ccc3O[C@@H]2[C@@H](CO)O1	-1.0
C[C@@H]1CN([C@H](C)CO)C(=O)c2cccc(NC(=O)C3CCCCC3)c2O[C@@H]1CN(C)Cc1ccc(-c2ccccc2)cc1	-0.8
C[C@@H]1CN([C@@H](C)CO)S(=O)(=O)c2ccc(C#CC3CCCC3)cc2O[C@H]1CN(C)C(=O)Nc1cc(F)ccc1F	0.1
CO[C@@H]1CN(C)C(=O)c2cc(NC(=O)Nc3ccc(Cl)cc3)ccc2OC[C@@H](C)N(C(=O)Nc2c(C)noc2C)C[C@H]1C	-0.2
C[C@@H]1CCCCO[C@@H](CN(C)Cc2ccc3c(c2)OCO3)[C@@H](C)CN([C@H](C)CO)C(=O)c2cc(NC(=O)c3ccncc3)ccc2O1	-1.0
CC(=O)N1[C@H](CO)[C@H](c2ccccc2)[C@@H]1CN(CC(C)C)C(=O)c1ccccn1	1.9

Structural class: the compounds so far containing fluorine
SMILES	BioA inh
CN1c2ccc(-c3ccc(F)cc3)cc2[C@H]2[C@H](CCN2C(=O)c2cccnc2)[C@@H]1CO	10.1
O=C(C[C@H]1CC[C@@H]2[C@H](COC[C@@H](O)CN2S(=O)(=O)c2cccc(F)c2)O1)Nc1ccccc1	-0.1
O=C(c1ccccc1F)N1CC[C@@H]2[C@@H](CO)Nc3ccc(-c4cccc(F)c4)cc3[C@@H]21	38.7
O=C(Cc1ccncc1)N1CCCCN2[C@@H](CO)[C@@H](c3ccc(C#Cc4ccccc4F)cc3)[C@@H]2C1	10.4
CC(=O)N1CCCCN2[C@H](CO)[C@H](c3ccc(-c4ccc(F)cc4)cc3)[C@H]2C1	1.3
C[C@@H]1CCCCO[C@@H](CN(C)S(=O)(=O)c2ccc(F)cc2)[C@@H](C)CN([C@H](C)CO)C(=O)c2cc(NC(=O)Nc3ccc(F)cc3)ccc2O1	-0.7
C[C@H](CO)N1C[C@H](C)[C@@H](CN(C)S(=O)(=O)c2ccc(Cl)cc2)Oc2c(NC(=O)Nc3ccc(C(F)(F)F)cc3)cccc2C1=O	-0.1
CO[C@H]1CN(C)C(=O)c2cc(NC(=O)Nc3c(C)noc3C)ccc2OC[C@@H](C)N(CCC(F)(F)F)C[C@@H]1C	1.1
Cc1ccccc1-c1ccc([C@H]2[C@H](CO)N3CCCCN(S(=O)(=O)c4ccc(F)cc4)C[C@@H]23)cc1	-2.1
O=C(C[C@@H]1C[C@H]2c3cc(NC(=O)NC4CCCC4)ccc3O[C@H]2[C@H](CO)O1)NCc1cc(F)ccc1F	-0.2
C[C@@H]1CN([C@@H](C)CO)S(=O)(=O)c2ccc(C#CC3CCCC3)cc2O[C@H]1CN(C)C(=O)Nc1cc(F)ccc1F	0.1

(cont.)
SMILES	BioA inh
CO[C@@H]1CN(C)C(=O)c2cc(NC(=O)NC(C)C)ccc2OC[C@@H](C)N(Cc2cncnc2)C[C@@H]1C	-1.2
O=C(Cc1ccccc1)N1CC[C@@H]2[C@H](CO)Nc3ccc(C#Cc4cccc(F)c4)cc3[C@@H]21	3.0
COCC#Cc1ccc([C@@H]2[C@H](CO)N3CCCCN(S(=O)(=O)c4cccc(OC)c4)C[C@@H]23)cc1	1.2
Cc1ccccc1S(=O)(=O)Nc1ccc2c(c1)C(=O)N(C)[C@H]1CC[C@@H](CC(=O)O)O[C@H]1CO2	0.1
C[C@@H]1CCCCO[C@@H](CN(C)Cc2ccc(C(F)(F)F)cc2)[C@@H](C)CN([C@@H](C)CO)C(=O)c2cc(NS(C)(=O)=O)ccc2O1	6.5
CCCNC(=O)C[C@@H]1C[C@@H]2c3cc(NS(=O)(=O)c4ccccc4)ccc3O[C@@H]2[C@H](CO)O1	0.7
Cc1noc(C)c1NC(=O)Nc1ccc2c(c1)C(=O)N([C@@H](C)CO)C[C@H](C)[C@H](CN(C)Cc1ccc(C(=O)O)cc1)OCCCC[C@@H](C)O2	-1.8
C[C@@H]1CN([C@@H](C)CO)C(=O)c2cc(C#Cc3cccnc3)cnc2O[C@@H]1CN(C)Cc1ccncc1	-1.4
CC(=O)NC[C@@H]1[C@@H](c2ccc(-c3cccnc3)cc2)[C@H](CO)N1C(=O)C1CCC1	3.5
N#Cc1cccc(-c2ccc3c(c2)[C@H]2[C@H](CCN2C(=O)c2ccncc2)[C@@H](CO)N3)c1	-1.9
CCCNC(=O)Nc1ccc2c(c1)C(=O)N(C)[C@H]1CC[C@H](CC(=O)NC)O[C@H]1CO2	0.1
CC(C)NC(=O)Nc1cccc2c1O[C@H](CN(C)S(C)(=O)=O)[C@H](C)CN([C@@H](C)CO)C2=O	-1.0
Cc1noc(C)c1NC(=O)Nc1ccc2c(c1)C(=O)N([C@@H](C)CO)C[C@H](C)[C@H](CN(C)S(=O)(=O)c1ccccc1)O2	2.4
CCC(=O)N1CC[C@@H]2[C@H]1c1cc(C#Cc3ccccc3F)ccc1N[C@@H]2CO	-2.7
Cc1noc(C)c1NC(=O)N(C)C[C@@H]1OCCCC[C@@H](C)Oc2ccc(NC(=O)Nc3ccccc3)cc2C(=O)N([C@@H](C)CO)C[C@H]1C	-2.8
COC(=O)C[C@@H]1CC[C@@H]2[C@@H](COc3ccc(NC(=O)c4ccccc4OC)cc3C(=O)N2C)O1	-1.6
COc1ccc(S(=O)(=O)Nc2ccc3c(c2)C(=O)N([C@H](C)CO)C[C@H](C)[C@@H](CN(C)CC2CCCCC2)OCCCC[C@@H](C)O3)cc1	1.7
COCC(=O)Nc1ccc2c(c1)[C@H]1C[C@@H](CC(=O)NCc3cc(F)ccc3F)O[C@H](CO)[C@H]1O2	-2.0
COc1ccc(S(=O)(=O)N2CCCCN3[C@H](CO)[C@@H](c4ccc(C5=CCCC5)cc4)[C@H]3C2)cc1	7.7
CO[C@@H]1CN(C)C(=O)c2ccc(NC(=O)Nc3c(C)noc3C)cc2OC[C@@H](C)NC[C@H]1C	0.4
